Compound activity deposited in PubChem BioAssay by several laboratories.
PABP1 MLLE inh = blocks PAM2 peptide binding to the PABP1 MLLE domain | GST-MLLE / FITC-PAM2 fluorescence polarization | inhibition, % at 20 µM | 0.36% of 360,000 active; in the data active = inhibition above about 35%, passing the limit was not always enough;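 also: plate controls were DMSO wells with GST-MLLE for no effect and wells lacking GST-MLLE protein for full effect; some results filed as inactive read as strong as hits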
Target sequence (P11940 whole entry, looked up, the tested form may be a part): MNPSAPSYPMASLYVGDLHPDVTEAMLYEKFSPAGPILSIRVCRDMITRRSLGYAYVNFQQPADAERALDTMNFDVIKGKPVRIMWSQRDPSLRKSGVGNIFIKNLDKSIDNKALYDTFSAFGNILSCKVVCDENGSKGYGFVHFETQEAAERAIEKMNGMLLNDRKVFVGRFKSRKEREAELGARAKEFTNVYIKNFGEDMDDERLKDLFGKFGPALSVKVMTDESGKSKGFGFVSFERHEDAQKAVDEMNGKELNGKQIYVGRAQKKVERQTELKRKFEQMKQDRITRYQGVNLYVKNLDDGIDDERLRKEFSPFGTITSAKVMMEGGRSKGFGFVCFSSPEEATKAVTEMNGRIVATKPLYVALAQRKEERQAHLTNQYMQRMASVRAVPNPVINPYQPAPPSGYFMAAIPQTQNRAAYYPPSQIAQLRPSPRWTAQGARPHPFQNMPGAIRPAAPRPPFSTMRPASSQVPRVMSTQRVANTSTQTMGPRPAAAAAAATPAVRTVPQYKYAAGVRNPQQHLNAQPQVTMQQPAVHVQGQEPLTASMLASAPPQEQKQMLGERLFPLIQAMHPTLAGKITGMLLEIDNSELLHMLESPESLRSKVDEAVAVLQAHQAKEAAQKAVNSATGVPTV
E coli Lon inh = inhibits E. coli Lon protease | P0A9M0 | purified E. coli Lon protease, fluorescence polarization | inhibition, % at 7.94 µM | 0.42% of 360,000 active; in the data active = inhibition above about 13%, passing the limit was not always enough;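 also: 0% = enzyme with probe and DMSO and 100% = no enzyme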
MT1-MMP act inh = inhibitors of human MT1-MMP activation; AID 651647; GFP/RFP ratio change, % at 20 µM; HT1080 RFP-PRO-GFP cells, GFP/RFP ratio fluorescence, overnight; percent of plate control window, DMSO zero; 0.061% of 360,000 active;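 active = GFP/RFP ratio change of at least 30% with cell ATP level not reduced by more than half and red fluorescence within 50% of control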; also: strong numbers were not always called active
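Assay system: RFP-PRO-GFP reporter HT1080 cells; read-out basis: GFP/RFP fluorescence ratio; benchmarks: DMSO wells and RFP-L50D-GFP cells; doses: 20 µM single dose, 1% DMSO; schedule: overnight cell settling, then overnight compound exposure, 37 °C, 5% CO2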
MsrA inhibitor = bovine MsrA inhibition; 0.75% of 360,000 active; AID 651718; purified bovine MsrA, absorbance read-out; inhibition, % at 15.5 µM; in the data active = inhibition above about 4.5%;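 also: 0% = vehicle wells with enzyme and 100% = reference inhibitor wells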
MsrA act = activators of bovine methionine sulfoxide reductase A; purified bovine MsrA, absorbance read-out; activation, % at 10.6 µM; 0.3% of 360,000 active; AID 602163; in the data active = activation above about 7.5%;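 also: 0% = vehicle and 100% = reference activator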
NRP1-CendR mod = alters CendR peptide binding to human NRP-1; O14786; FAM-RPARPAR peptide binding to NRP-1, fluorescence polarization; inhibition, % at 25 µM; 0.85% of 360,000 active; AID 602438;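 active = inhibition or corrected inhibition above about 18%, plus a signal ratio from 0.5 to 1.5, limit read from the data, passing the limit was not always enough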; also: strong numbers were not always called active
SKN-1 inh = C. elegans SKN-1 inhibition; C. elegans VP596 Pgst-4::GFP/RFP ratio, acrylamide-induced, 24 h; inhibition, % at 21.8 µM; 0.49% of 360,000 active; AID 624304;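 active = interference check ratio from 0.5 to 1.5 plus GFP to RFP signal ratio inhibition reaching or exceeding a fixed threshold, cut at about 30% in these data, passing the limit was not always enough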; also: some compounds called inactive have numbers as strong as hits
FAS TE block = FAS thioesterase (human) inhibition | P49327 | recombinant FAS-TE, OMFH fluorogenic substrate, fluorescence endpoint | inhibition, % at 15 µM | 0.67% of 360,000 active | AID 602261;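 active = compounds whose normalised, plate-corrected inhibition of enzyme fluorescence in the single-dose primary screen is 50% or more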;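 also: 0% = DMSO with enzyme and 100% = substrate without enzyme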
TbMetRS inhib = blocks T. brucei methionyl-tRNA synthetase activity. purified T. brucei MetRS, ATP depletion, Kinase-Glo luminescence. inhibition, % at 11.9 µM. 0.4% of 360,000 active. AID 624268;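 active = inhibition above a per-plate cutoff of the control wells' mean inhibition plus 3 SD, cut at about 5.5% in these data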;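 also: 0% = DMSO wells median and 100% = median of wells with control inhibitor compound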
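Dosing: 11.9 µM single point; system: parasite MetRS enzyme; technique: luminescence of leftover ATP; times: 15 min enzyme-compound preincubation, 2 h reaction, 10 min detection, 25 °C; replicates: each compound tested once; read-out basis: percent inhibition relative to median high and low control wells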
Active calls of the source: *; · = not tested or not shown. Not a hit list. Share with any hit: about 4%.

item	SMILES	PABP1 MLLE inh	E coli Lon inh	MT1-MMP act inh	MsrA inhibitor	MsrA act	NRP1-CendR mod	SKN-1 inh	FAS TE block	TbMetRS inhib
1	O=C(O)c1ccccc1-c1csc(-c2ccccc2)n1	1.9	-6.6	-6.4	-0.3	-2.6	5.5	-6.3	-6.3	-0.4
2	COc1ccc(-n2nc3c(c2NC(=O)c2cc4ccccc4o2)CS(=O)(=O)C3)cc1	13.0	-11.4	-1.2	0.2	-1.7	13.4	-13.0	3.1	0.8
3	CC(C)CC(N)c1csc(NC(=O)C(c2ccccc2)c2ccccc2)n1 (stereo not given)	-6.1	-6.0	-8.1	-0.6	2.9	5.0	4.6	-8.3	-0.4
4	CCOCc1nnc(NC(=O)c2c(-c3ccccc3)noc2C)s1	26.2	-8.6	-5.4	-0.7	2.5	7.0	10.6	2.7	0.4
5	COc1cccc(/C=C2\SC(=S)N(CCCC(=O)Nc3cc(C)on3)C2=O)c1	-66.2	-3.1	-9.0	-1.1	-2.8	-79.8	18.6	-1.6	-0.3
6	CNc1ncc(C(=O)C(C)(C)C)s1	4.8	-1.1	2.4	3.9	-1.3	3.9	-11.9	-8.1	0.0
7	CCOc1ccccc1N1CCN(C(=O)NCc2ccc(C)cc2)CC1	-6.0	-13.1	1.5	-1.0	-0.6	-7.5	12.7	-2.6	0.6
8	CCCCCCCCCCC(C(=O)O)C1(C(=O)O)CCC(=O)O1 (stereo not given)	-3.8	-5.8	3.2	-0.3	-4.0	-8.7	1.3	-0.1	-0.2
9	O=S(=O)(Nc1cccc2ccccc12)c1cccs1	-16.6	-3.0	3.5	0.2	-3.4	9.9	8.2	-0.3	-0.5
10	CCOC(=O)C(NC(=O)NCc1cccc(C(F)(F)F)c1)(OCC)C(F)(F)F (stereo not given)	1.1	8.3	0.4	0.5	-9.5	7.5	12.5	-0.2	-1.3
11	Cc1ccc(C)c(N2CCN(C(=O)Cn3cccc3)CC2)c1	6.6	-8.7	-0.5	0.3	-1.5	-8.3	21.8	-1.6	-0.1
12	Cc1sc(NC(=O)Cc2ccc3c(c2)OCO3)nc1-c1ccc2c(c1)CCN2C(=O)c1ccccc1F	-25.1	-4.0	-5.7	-0.5	-4.6	5.8	7.8	81.2*	-1.1
13	C[C@@H]1OC(C2CCCCC2)N(C)[C@H]2C[C@H]3c4[nH]c5ccccc5c4CCN3C[C@@H]12 (stereo not given in full)	-5.6	-1.3	-2.7	-0.4	-1.7	-4.8	9.5	9.0	0.9
14	CSc1cccc(NC(=O)CN(C2CCCCC2)S(C)(=O)=O)c1	3.1	-0.3	1.2	-1.4	1.2	-12.1	8.4	5.5	0.0
15	CSc1cccc(NC(=O)CN(c2ccccc2)S(=O)(=O)N(C)C)c1	-1.8	3.3	-2.3	0.4	-6.2	0.9	5.2	3.2	0.5
16	CCNC(=O)C1CC(=O)N(Cc2ccc3c(c2)OCO3)C(=Nc2ccc(OCC)cc2)S1 (stereo not given)	0.3	0.6	-2.3	-0.1	-1.9	6.1	10.0	4.2	-0.6
17	O=C(COC(=O)c1ccccc1NC(=O)c1ccco1)NC1CCS(=O)(=O)C1 (stereo not given)	-3.0	-0.8	0.8	-0.2	-2.6	-10.9	5.1	-2.5	0.3
18	Cc1nn(C)c(Cl)c1CN1CCN(C2CCCCC2)C(CCO)C1 (stereo not given)	-3.9	3.8	4.1	-0.3	-2.0	2.8	4.7	-3.8	-0.5
19	NS(=O)(=O)c1ccc(N2CCN(C(=O)c3ccco3)CC2)nc1	5.1	-5.2	0.8	-0.1	-1.6	-9.3	15.2	-3.5	-0.1
20	CCCN1C2CCCC1CC(NC(=O)c1ccccc1F)C2 (stereo not given)	-5.2	-5.4	4.9	-1.0	-8.0	-8.7	-8.0	-7.9	-1.0

Record cards (already shown). Order of values: PABP1 MLLE inh, E coli Lon inh, MT1-MMP act inh, MsrA inhibitor, MsrA act, NRP1-CendR mod, SKN-1 inh, FAS TE block, TbMetRS inhib
`CSc1cccc(NC(=O)CN(C2CCCCC2)S(C)(=O)=O)c1` as listed: 3.1, -0.3, 1.2, -1.4, 1.2, -12.1, 8.4, 5.5, 0.0
`O=S(=O)(Nc1cccc2ccccc12)c1cccs1` as listed: -16.6, -3.0, 3.5, 0.2, -3.4, 9.9, 8.2, -0.3, -0.5

(listing goes on)
item	SMILES	PABP1 MLLE inh	E coli Lon inh	MT1-MMP act inh	MsrA inhibitor	MsrA act	NRP1-CendR mod	SKN-1 inh	FAS TE block	TbMetRS inhib
21	COc1ccc(N(C(=O)c2ccncc2)S(=O)(=O)c2ccc(F)cc2)cc1	-16.4	1.7	0.9	0.1	-1.2	0.3	7.0	0.3	-0.3
22	CCCOC(=O)C1=C(C)NC(=O)NC1c1ccc(Br)s1 (stereo not given)	8.4	9.6	-7.8	0.0	0.8	6.4	15.8	0.4	-0.2
23	CC(C)N(CCNC(=O)c1ccc(NC2=NC3CS(=O)(=O)CC3S2)cc1)Cc1ccco1 (stereo not given)	-67.0	-8.4	1.9	0.3	0.0	-1.4	8.8	-8.8	-0.2
24	C/C(=N\NC(=S)NC1CCCCC1)c1c(F)cccc1F	20.4	-2.0	-0.7	0.8	-4.8	14.6	-0.3	16.6	-0.2
25	Cc1ccc(F)cc1NC(=O)c1sc2ncn(CC(=O)N3CCN(c4ccccn4)CC3)c(=O)c2c1C	0.7	-13.2	2.9	0.3	-6.4	-4.4	18.5	9.6	-1.0
26	CN(C)c1ccc(/C=N/c2cc(-c3ccccc3)nn2-c2ccccc2)cc1	8.2	-8.7	-3.0	3.8	-1.9	-7.9	5.4	13.9	-0.5
27	Cc1csc(NC(=O)C2CCC(C)(C(=O)O)C2(C)C)n1 (stereo not given)	2.9	-3.0	1.4	0.0	-1.4	-11.8	-19.5	-6.6	0.1
28	Cc1ccc(NC(=O)CN2CCN(Cc3ccccc3)CC2)cc1F	-6.1	3.4	3.1	-1.0	-2.0	2.1	-3.2	-2.4	-0.6
29	O=C(NNC(=O)C1CC(c2cccs2)=NO1)NC1CCCCC1 (stereo not given)	-3.8	-5.7	2.0	2.2	-1.5	4.0	-10.2	-2.4	-0.4
30	Cc1nc2cc(NS(=O)(=O)c3cccc4cccnc34)ccc2s1	-0.4	4.5	2.9	0.6	-2.8	5.7	-1.9	-1.4	-0.2
31	Cc1ccccc1-c1nc2ccc(Cl)cc2c(=O)n1O	9.9	-4.0	-0.6	1.3	-2.6	9.0	3.7	-1.7	0.1
32	CCCCN(C(=O)CSCC(=O)Nc1ccc(C)cc1)c1c(N)n(Cc2ccccc2)c(=O)[nH]c1=O	-7.9	6.5	-3.4	0.5	-8.0	20.7	4.3	-0.3	-0.7
33	Cc1ccc(OCCNC(=O)CCC(=O)N2CCOCC2)cc1	4.9	7.3	0.2	-0.1	-1.2	-5.4	8.6	-6.4	-0.1
34	N=c1c2c(-c3ccccc3)c(-c3ccccc3)n(Cc3ccco3)c2ncn1Cc1ccco1	-5.0	-5.3	-19.9	-1.4	1.1	9.0	21.5	-8.6	-0.5
35	CC(C)c1ccc2c(c1)CCC1C(C)(CN)CCCC21C (stereo not given)	7.9	-3.4	-7.1	-3.3	0.5	1.5	19.3	-44.1	1.0
36	COCCc1nc2ccc(C(=O)N(C)Cc3cccc(-n4cccn4)c3)cc2o1	-6.4	-3.4	-0.9	2.3	-3.5	15.0	15.4	-0.1	-0.5
37	CC(=O)Nc1cc2c(cc1Br)OCCO2	-3.7	-1.5	-1.3	-0.1	-10.1	13.2	-5.3	-5.2	-1.6
38	COc1ccccc1CNC(=S)NCc1ccc(Cl)cc1	-68.4	1.5	0.1	1.9	-2.1	14.1	9.5	17.1	0.1
39	Cn1cc(Cc2ccc(C(=O)NC34CC5CC(CC(C5)C3)C4)cn2)c2ccccc21	-19.4	1.1	2.2	-0.2	-1.5	3.3	9.5	15.8	0.8
40	CCN(CC)CCCNC(=O)c1cn(CC(C)C)c(=O)c2c1c1ccccc1n2C	6.9	8.3	-4.7	1.2	3.9	0.2	10.4	-2.4	0.8

(further entries)
item	SMILES	PABP1 MLLE inh	E coli Lon inh	MT1-MMP act inh	MsrA inhibitor	MsrA act	NRP1-CendR mod	SKN-1 inh	FAS TE block	TbMetRS inhib
41	COc1ccc(CN2CCCC(C(=O)c3ccc(Cl)cc3)C2)cc1Cn1cccn1 (stereo not given)	1.1	15.8	-1.1	-2.1	-9.4	23.8	-6.6	3.6	-1.4
42	O=C(Nc1ncc2c(n1)CC(c1ccco1)CC2=O)c1ccc(Cl)cc1 (stereo not given)	5.7	5.9	0.1	0.8	-1.2	-5.7	-29.4	3.6	0.3
43	CCN(CC)S(=O)(=O)c1ccc(NC(=O)c2ccccn2)cc1	1.6	-6.1	4.7	-0.4	-8.9	-4.6	-17.0	-4.7	-1.1
44	O=C(CN1C(=O)COc2ccccc21)NCC1CCCO1 (stereo not given)	-3.1	-1.8	-4.1	-0.2	-3.2	18.9	6.8	-4.8	-0.4
45	COc1ccc(-c2cc3ccc(OCc4nn[nH]n4)cc3oc2=O)cc1OC	6.9	-2.8	9.2	6.5*	-5.2	-9.7	7.4	-10.8	-0.4
46	CCCCOc1ccc(NC(=S)Nc2cc(C)nc(SCCCC)n2)cc1	20.2	-21.6	1.3	-0.3	-1.5	7.5	-6.8	-7.4	-0.7
47	Cc1cc2nc(-c3cccc(Cl)c3)c(Cc3ccsc3)n2c(C)c1Br	·	1.0	3.0	1.3	-3.8	-10.6	-2.2	5.0	-0.2
48	O=C(N/N=C\c1ccc(F)cc1)c1csnn1	19.7	-11.8	3.6	0.5	-0.3	18.1	9.1	-6.3	-1.6
49	O=[N+]([O-])c1ccc(CSc2ncnc3c2ncn3[C@@H]2O[C@H](CO)[C@@H](O)[C@H]2O)cc1	-6.2	2.5	1.7	-0.7	-0.6	-13.6	9.7	1.0	0.6
50	CCN(CC)C(=S)Sc1c(-c2ccccc2)c2cc(Cl)ccc2[nH]c1=O	22.9	4.5	-1.1	0.4	0.9	6.1	35.1*	12.2	-0.1
51	CCN(CC(=O)NCc1ccc(Cl)cc1)C(=O)CSc1ccccc1F	-4.3	-1.9	-8.6	-0.9	-0.8	5.4	15.3	5.1	-0.1
52	O=C(CSc1nnc(CNC(=O)c2c(F)cccc2Cl)o1)NC1CCCCC1	-3.3	6.8	-0.3	-0.2	-2.5	15.9	-4.8	-6.8	-0.2
53	CCn1c(SCC(=O)Nc2oc(-c3ccccc3)c(-c3ccccc3)c2C#N)nnc1-c1ccco1	-9.3	3.1	-1.8	1.3	-3.1	-10.2	20.1	29.8	-0.4
54	Cc1onc(-c2ccccc2Cl)c1C(=O)Nc1ccc(-c2nnc3n2CCCCC3)cc1	-69.6	-5.0	-3.2	-0.2	-12.5	1.0	-21.9	-9.6	-1.5
55	CCNc1nc(NCC)nc(N(CC)C(N)=S)n1	-54.0	-2.4	3.1	0.2	-0.7	13.5	-4.5	-3.0	1.1
56	Cc1ccc2nc(C)c(C(=O)N/N=C/c3ccccc3[N+](=O)[O-])cc2c1	-13.7	-3.7	7.6	0.2	-2.9	9.1	0.1	16.4	-0.1
57	COc1cccc(OCc2cc(C(=O)NC3CCOCC3)no2)c1	-2.9	-3.6	0.9	-1.1	-12.9	-3.1	1.1	1.1	-0.1
58	O=C1/C(=C/c2ccco2)SC(=S)N1c1cccnc1	-0.8	4.2	4.0	2.3	-4.4	-21.5	13.1	-0.2	0.0
59	CCOc1ccc(C(=O)Nc2ncccc2Cl)cc1	4.6	1.9	-1.7	-0.6	-2.7	-3.4	-4.5	-5.4	-0.7
